Assay outcomes deposited in PubChem BioAssay by National Center for Advancing Translational Sciences (NCATS).
Mm-Cpn inhibitor – M. maripaludis TRiC chaperonin inhibition; purified Mm-Cpn ATPase, ADP Transcreener TR-FRET; Potency, µM (top dose mostly 76.9 µM), inactives show at the top dose activity, negative = inhibition, usual class: inhibitors; 330,000 compounds, 0.031% hits; AID 504842; note: potency is the fitted concentration of half-maximal effect; % is set by controls: 0 for no effect and ±100 for the full control effect; nearly all actives have a fitted effect of over 80% in size
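ATPase read-out: TR-FRET ADP immunoassay (anti-ADP Eu cryptate vs ADP-d2), ex 320 nm, em 590/665 nm; signal drops as ADP forms. Enzyme 25 nM, ATP 10 uM, 30 min at 37°C after 10 min compound preincubation.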
CCT modulator – cytosolic chaperonin activity modulation; 360,000 compounds, 0.3% hits; AID 651819; purified chaperonin ATPase assay, HTRF ADP detection, 30 min; activity change, % (no concentration beside the values), hits read low; in the data active = activity change below about -30%; note: % is set by controls: 0 for no effect and ±100 for the full control effect
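First, chaperonin was dispensed at 40 nM or 20 nM final depending on batch activity. Next, compounds were pinned at 76 uM and ATP added at 10 uM. After 30 min at 37 °C, ADP detection reagents ran 30 min at ambient temperature.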
Nrf2 activator – activates Nrf2 signaling. AREc32 ARE-luciferase reporter (MCF7-derived line), luminescence, 24 h. AID 624171. Potency, µM (top dose mostly 46.1 µM), for the others: at the top dose activation, most hits filed as activators. 410,000 compounds, 0.31% hits; note: potency is the fitted concentration of half-maximal effect; % of control where 0% means no effect; nearly all actives have a fitted effect of over 65% in size
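AREc32 cells carrying an ARE-driven firefly luciferase, 1000 cells/well in OPTI-MEM with 5% FBS, dosed after overnight attachment and incubated 24 hr at 37 deg C. Steady-Glo luminescence read after 30 min at RT.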
Nrf2 block – blocks Nrf2 signaling; 360,000 compounds, 2.1% hits; AID 504444; A549 ARE-Fluc reporter, luciferase luminescence, 18-24 h; Potency, µM (highest dose often 46 µM), for inactives: at the highest dose activity change, negative = inhibition, actives largely listed as inhibitors; note: potency is the fitted concentration of half-maximal effect; % is set by controls: 0 for no effect and ±100 for the full control effect; nearly all actives have a fitted effect of over 60% in size
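Cells were seeded and rested 2 h, then exposed to compounds for 18-24 h. CellTiter-Fluor was read first as a viability measure. BugLite was added 15 min before the final luminescent read of ARE-luciferase activity in A549 cells.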
ATXN viability – viability counter-screen for ATXN expression inhibitors; S2 cells (HEK-293 line with an ATXN2-luciferase reporter) viability, CellTiter-Fluor protease fluorescence, 24 h; Potency, µM (highest dose often 56.7 µM), usual class: cytotoxic; 400,000 compounds, 0.49% hits; note: potency is the fitted concentration of half-maximal effect; nearly all actives have a fitted effect of over 40% in size
A549 viability – counter-screen for Nrf2 inhibitors: cytotoxicity in A549 cells | Potency, µM (highest dose often 46 µM), inactives show top-dose activity change, negative = cytotoxicity, usual class: inhibitors | A549 ARE-Fluc cells, CellTiter-Fluor viability, 18-24 h | 390,000 compounds, 0.16% hits; note: potency is the fitted concentration of half-maximal effect; % is set by controls: 0 for no effect and ±100 for the full control effect
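Cytotoxicity counterscreen: CellTiter-Fluor fluorescence was measured in A549 ARE_Fluc cells after 18-24 h of compound exposure in a concentration series. The subsequent BugLite luminescent read reports ARE-luciferase activity.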
TGFb inhibitor – inhibitors of TGF-b signaling; AID 588855; 410,000 compounds, 1.2% hits; Potency, µM (highest dose often 46.1 µM), for the others: at the top dose activity, negative = inhibition, most hits filed as inhibitors; HepG2 CAGA-GFP TGF-b/SMAD3 reporter, GFP fluorescence, 18 h; TGF-beta stimulated, 500 pg/mL final; note: potency is the fitted concentration of half-maximal effect; % is set by controls: 0 for no effect and ±100 for the full control effect; nearly all actives have a fitted effect of over 65% in size
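Per well, imaged GFP fluorescence of HEPG2 CAGA-GFP cells gives the signal; cells get compound, then TGF-beta (500 pg/mL final), 18 h at 37 degrees C; %Activity versus -TGF-beta and +DMSO controls.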
HepG2 tox – counter-screen for TGF-b inhibitors: cytotoxicity in HepG2 cells; AID 588856; Potency, µM (series often up to 46.1 µM), for inactives: top-dose activity change, negative = cytotoxicity, actives largely listed as cytotoxic; 410,000 compounds, 0.76% hits; HepG2 CAGA-GFP viability, ATP luminescence, 18 h; note: potency is the fitted concentration of half-maximal effect; some results filed as inactive show a strong effect at the top dose
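HepG2 CAGA-GFP cells (1000/well, DMEM with 1% FBS) received compound, then TGF-beta at 500 pg/mL final, and were incubated 18 hours at 37 degrees C. Viability was read by CellTiter-Glo luminescence. Media-only wells were set as complete cell-killing and DMSO as no toxicity.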
pAkt inh – blocks phosphorylation of Akt | Neuro2A IGF-stimulated pAkt S473 HTRF, 20 min; hits give low values | activity change, % for hits at 50 µM | 360,000 compounds, 0.32% hits | AID 651550; in the data active = activity change below about -80%; inconclusive = mostly about -51% to -80%; note: % is set by controls: 0 for no effect and ±100 for the full control effect
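Neuro2A cells in DMEM with 0.5% FBS, overnight at 37 deg C, given compound at single 50 µM final, then IGF (6 nM final) for 20 min at 37 deg C. Lysed; phospho-Akt Ser473 by HTRF after 24 h, 665/615 ratio.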
The depositor's hits bear a star; i = inactive; ? = inconclusive; nt = not tested or not shown; [ ] = remark or other dose. Unless noted, calls come from the whole dose curve; as a rule, active = well fitted curve in the direction sought with a large enough effect; inconclusive = small, poorly fitted or top-dose-only effect, or another doubt; inactive = no such curve, though single readings can be large; an effect the other way counts as inactive or inconclusive. Not a hit list. Share with any hit: about 4.4%.

SMILES | Mm-Cpn inhibitor | CCT modulator | Nrf2 activator | Nrf2 block | ATXN viability | A549 viability | TGFb inhibitor | HepG2 tox | pAkt inh
CCOC(=O)CNC(=O)c1cccnc1Oc1ccc(Cl)cc1 | -2% | 2.1 | -0.5% | -4% | ? | -3% | 18% | -1% | i
CSc1ccn(CCC(=O)O)c(=O)n1 | 0% | -0.7 | -1.4% | 22% | i | 1% | -17% | 1% | i
COc1ccc(-c2[nH]ncc2CN(CCO)CC23CC4CC(CC(C4)C2)C3)c(OC)c1 | -4% | -0.3 | 0.2% | 8% | i | 2% | 0% | -29% | i
CCC(CC)COC(=O)C(C#N)c1nc2ccccc2nc1N1CCN(CC)CC1 (stereo unspecified) | 0% | -0.2 | 4.8% | 11% | 28µM* | ? | ? | -112% | i
Cc1nn(-c2ccccc2)c2sc(C(=O)O)cc12 | 0% | 0.1 | -0.4% | -25% | i | 4% | -12% | 15% | i
COc1ccc(N(Cc2ccccc2)C(=O)c2nc(SC)ncc2Cl)cc1 | nt | nt | 13% | ? | i | -14% | 13µM* | -30% | nt
CCOc1ccccc1NC(=O)Cn1ncc2c([nH]c3ccccc32)c1=O | nt | nt | 3.5% | ? | i | 9% | -1% | 2% | nt
CCCS(=O)(=O)Nc1c(OC)ccc2c1c(C(=O)OCC)c(C)n2C | -1% | -7.8 | 1.5% | 5% | i | 2% | 11% | -1% | i
Cc1ccc(N(CN2C(=O)NC(C)(C)C2=O)CN2C(=O)NC(C)(C)C2=O)cc1 | -1% | -1.9 | 2.2% | 14% | i | -7% | 4% | 3% | i
CCOC(=O)c1c(C)oc2c1cc(NS(=O)(=O)c1ccc(C(=O)O)cc1)c1ccccc12 | 1% | -0.8 | 6.3% | 6% | i | -4% | ? | -28% | i
COc1ccc(C(=O)NNC(=O)CN2CCC(n3nnc4cc(C(F)(F)F)ccc43)CC2)cc1 | 1% | -1.1 | -0.1% | -3% | i | 1% | -10% | -7% | i
O=C(NC1CCCCC1)c1ccccc1NC(=O)C1CC(=O)N(c2ccccc2)C1 (stereo unspecified) | -2% | 0.5 | -1.4% | 4% | i | -5% | 25% | -6% | i
CCN(CC)S(=O)(=O)c1ccc(CNC(=O)CN2C(=O)NC3(CCc4ccccc43)C2=O)cc1 (stereo unspecified) | -4% | -3.5 | 0.2% | -5% | ? | 5% | 0% | -22% | i
O=C(NC(Cc1ccc(O)cc1)C(=O)O)c1ccco1 (stereo unspecified) | -1% | 2.4 | 2.4% | 2% | i | -5% | -11% | -5% | i
COCCCn1c(=N)c(C(=O)NCc2cccnc2)cc2c(=O)n3cc(C)ccc3nc21 | nt | nt | -0.9% | 6% | nt | ? | 0% | 0% | nt
O=C(O)c1cccc(Br)c1 | nt | 0.4 | -0.5% | 0% | i | 2% | 17% | -4% | i
CC(O)/C=C/c1ccc2ccccc2n1 (stereo unspecified) | 4% | -3.2 | ? | -8% | ? | -17% | 2% | -45% | i
N#CCCS(=O)(=O)c1ccc(N)cc1 | 2% | 0.0 | 1.7% | 3% | i | 4% | 19% | 17% | i
COc1ccc(/C(C)=N/NC(=S)NCCc2ccccc2)c(O)c1 | 0% | 0.5 | 18% | 6% | i | 0% | ? | -24% | i
O=C(COC(=O)c1cccnc1Cl)NCCCc1ccccc1 | 0% | -3.5 | 0.3% | 6% | ? | -3% | 0% | 2% | i
O=S(=O)(NCc1ccc(Cl)cc1Cl)c1cccs1 | 1% | -0.3 | -0.5%[9.22 µM] | -14% | i | -3% | ? | -24% | i
CN1CCN(C(=O)CN(Cc2ccc(Cl)cc2)S(C)(=O)=O)CC1 | 0% | 1.6 | -1.3% | nt | i | 10% | -6% | 9% | i
COc1cc(CNC(=O)C2CCCN2S(=O)(=O)c2ccccc2)cc(OC)c1OC (stereo unspecified) | -4% | -1.8 | 0.2% | -6% | i | -1% | -1% | -12% | i
Clc1ccc(OCCOCCN2CCCCC2)c(Br)c1 | 0% | 0.8 | -0.4% | 5% | nt | 5% | 26% | -7% | nt
O=C(O)c1ccc(NS(=O)(=O)c2cccc(C(=O)Nc3ccccc3[N+](=O)[O-])c2)cc1 | 2% | -5.5 | 3.1% | -14% | i | -4% | -4% | -9% | i
COc1ccc(NC(=O)c2c(N)no[n+]2[O-])c(OC)c1 | 0% | -4.5 | 0.7% | -4% | i | -7% | 4% | 3% | i
Cc1ccc(NS(=O)(=O)c2ccc(C(=O)N3CCN(c4ncccn4)CC3)cc2)cc1 | -1% | -2.7 | 1.5% | 5.8µM* | nt | ? | -25% | -4% | i
CN(CCc1ccccc1)C(c1ccnc2ccccc12)c1nnnn1-c1ccc2c(c1)OCCO2 (stereo unspecified) | nt | 0.8 | 3.0% | nt | ? | nt | nt | nt | i
CCOc1ccc(NC(=O)CCC(=O)NNC(=O)c2ccccc2Cl)cc1 | -3% | -1.2 | 0.0% | 14% | i | 11% | -2% | 2% | i
O=C(NCC1CCCO1)C(c1cccs1)N(Cc1cccs1)C(=O)c1ccc(-c2ccccc2)[nH]1 (stereo unspecified) | 2% | 3.8 | 6.2% | ? | ? | ? | -10% | 4% | i
CCCOc1ccc(/C(O)=C2/C(=O)C(=O)N(CCN3CCOCC3)C2c2ccccc2)cc1 (stereo unspecified) | nt | -0.9 | -0.7% | 7% | i | 8% | 0% | -12% | i
CCOC(=O)c1c(C)[nH]c(C)c1S(=O)(=O)N1CCCC(C(=O)Nc2ccc(C)cn2)C1 (stereo unspecified) | nt | nt | 0.1% | ? | i | 10% | ? | -22% | nt
COc1ccc(C(=O)Nc2nc(-c3ccccc3)c(C(C)=O)s2)c(OC)c1 | -5% | 0.3 | -0.6% | -9% | i | -2% | 7% | -14% | i
O=C(CC1SC(N2CCOCC2)=NC1=O)Nc1cc([N+](=O)[O-])ccc1Cl (stereo unspecified) | 1% | -3.7 | -0.1% | -2% | i | 2% | -1% | 52% | i
CSc1ncc(Cl)c(C(=O)Nc2cc(C(F)(F)F)ccc2Cl)n1 | nt | nt | 12% | 26% | i | -5% | -5% | 3% | nt
CC(O)c1nc2ccccc2n1Cc1nnc(-c2ccc(Cl)cc2)o1 (stereo unspecified) | -2% | -3.6 | -0.5% | 10% | ? | -2% | 0% | -3% | i
COc1ccc(N2CCN(C(=O)c3cccnc3)CC2)c([N+](=O)[O-])c1 | 0% | -0.4 | -0.1% | -6% | i | 0% | -6% | -10% | i
COc1ccccc1-c1cnn2c(NCc3ccccc3)cc(C)nc12 | 0% | 0.3 | 0.1% | ? | i | 9% | 7% | 0% | i
C=CCn1c(SCC(=O)NNC(=S)Nc2ccccc2)nnc1-c1ccccc1 | 1% | -1.9 | 0.4% | 10% | i | -2% | -19% | 0% | i
COCCn1c(=S)[nH]c2cc(C(=O)NCc3ccc(F)cc3)ccc2c1=O | nt | -0.5 | -0.5% | nt | i | nt | -10% | -57% | i
CCOc1cc(C=NNC(=O)CCCC(=O)NN=Cc2ccc(O)c(OCC)c2)ccc1O | nt | -3.0 | -0.9% | 5% | i | 0% | -13% | -8% | i
CCOc1ccc(N(CC(=O)N/N=C(\C)c2cccc(NC(C)=O)c2)S(=O)(=O)c2ccccc2)cc1 | 1% | -1.7 | -0.1% | -25% | i | -4% | -2% | -14% | i
Cc1ccc(F)cc1-c1cc2nc(NCCCN(C)C)n(C)c(=O)c2s1 | nt | -1.4 | 4.6% | nt | ? | nt | ? | -72% | i
CCOC(=O)/C=C1\SCC(=O)N1CC(=O)N1CCOCC1 | 0% | 0.9 | -1.8% | -2% | i | 1% | 11% | -12% | i
CCOc1ccc2[nH]c(C)c(CN3CCOCC3)c(=O)c2c1 | -5% | 0.6 | -0.3% | 4% | i | 17% | 1% | -28% | i

Three records drawn at random from the list so far:
SMILES | Mm-Cpn inhibitor | CCT modulator | Nrf2 activator | Nrf2 block | ATXN viability | A549 viability | TGFb inhibitor | HepG2 tox | pAkt inh
CN1CCN(C(=O)CN(Cc2ccc(Cl)cc2)S(C)(=O)=O)CC1 | 0% | 1.6 | -1.3% | nt | i | 10% | -6% | 9% | i
O=C(O)c1ccc(NS(=O)(=O)c2cccc(C(=O)Nc3ccccc3[N+](=O)[O-])c2)cc1 | 2% | -5.5 | 3.1% | -14% | i | -4% | -4% | -9% | i
Cc1ccc(NS(=O)(=O)c2ccc(C(=O)N3CCN(c4ncccn4)CC3)cc2)cc1 | -1% | -2.7 | 1.5% | 5.8µM* | nt | ? | -25% | -4% | i

The listing continues:
SMILES | Mm-Cpn inhibitor | CCT modulator | Nrf2 activator | Nrf2 block | ATXN viability | A549 viability | TGFb inhibitor | HepG2 tox | pAkt inh
CN(Cc1cn(-c2ccccc2)nc1-c1cc2ccccc2o1)C(=O)CCC(=O)O | 0% | 0.7 | 8.9% | 10% | i | -3% | 1% | -14% | i
C/C(N)=C(/C#N)C(=O)COC(=O)c1ccc(C#N)cc1 | -6% | 1.3 | -0.4% | -1% | ? | -1% | -12% | -11% | i
COC(=O)c1c(-c2ccc(Cl)cc2)noc1N1CCN(c2ccccc2F)CC1 | nt | nt | 7.5% | 0%[9.27 µM] | i | 7% | 2% | -14% | nt
CCCCn1c(N)c(N(CC)C(=O)c2cccc(F)c2)c(=O)[nH]c1=O | -2% | -0.2 | 0.0% | 16% | i | 6% | 19% | -21% | i
O=C(NC1CC1)C1CCN(c2ccc(S(=O)(=O)N3CCOCC3)cc2)CC1 | -1% | 2.2 | 0.1% | 11% | i | 1% | -7% | -5% | i
CCCCC(CC)CNC(=O)CCS(=O)(=O)c1cccc2nonc12 (stereo unspecified) | 1% | 2.6 | -0.6% | -15% | i | -1% | ? | -2% | i
